High-throughput results as filed in PubChem BioAssay.
DNMT1 inh: human DNMT1 methyltransferase inhibitors, primary screen, biochemical, molecular beacon, fluorescence, HinP1I cleavage, uHTS; DNA (cytosine-5)-methyltransferase 1 (Homo sapiens), P26358; inhibition (reported as % activation of signal), % at 10 µM; 0.83% of 360,000 active; AID 588458, 2011; in the data active means inhibition above about 50%
NadD inh: inhibitors of S. aureus NadD, primary screen, biochemical, colorimetric, uHTS | 0.78% of 360,000 active | inhibition, % at 20 µM | Nicotinate-nucleotide adenylyltransferase NadD (Staphylococcus aureus N315) | purified NadD enzyme, colorimetric absorbance read-out; in the data active means inhibition above about 26%; further: some compounds past the cut are filed as inactive
STEP block: STEP phosphatase inhibitors, primary screen, biochemical, fluorescence intensity, uHTS; Tyrosine-protein phosphatase non-receptor type 5 (Homo sapiens), P54829; recombinant STEP, OMFP fluorogenic substrate; inhibition, % at 20 µM; 0.25% of 360,000 active;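 active means inhibition at 20 µM, scaled per plate between control wells, above about 37%, limit read from the data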;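 further: 0% = DMSO with enzyme and substrate and 100% = substrate only without enzyme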
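System: STEP phosphatase, cell-free reaction; Buffer or medium: Bis-Tris pH 6.0 buffer with DTT, detergent; Incubation: 20 min at room temperature, dark; Measured by: fluorescence, 480/540 nm.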
Neddylation inh: inhibitors of cullin neddylation, primary screen, biochemical, TR-FRET, uHTS, NAE and Ubc12. NEDD8-conjugating enzyme Ubc12 (Homo sapiens) + NEDD8-activating enzyme E1 regulatory …. calls only at 25 µM. 0.58% of 360,000 active. AID 651699, 2012; in the data active means inhibition above about 36%
Rin1-Abl PPI inh: inhibitors of Rin1-Abl protein binding, primary screen, biochemical, TR-FRET. inhibition, % at 7.35 µM. 0.4% of 360,000 active. AID 588664, 2011; in the data active means inhibition above about 5%, passing the limit was not always enough
CSN deneddyl inh: inhibitors of CSN-mediated cullin deneddylation, primary screen, biochemical, fluorescence polarization, uHTS; 0.38% of 360,000 active; COP9 signalosome complex subunit 5 (Homo sapiens), Q92905; inhibition, % at 12.5 µM; Purified CSN, SCF-Nedd8-OG deneddylation;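 active means pattern-corrected inhibition above about 35%, with an unprinted fluorescence ratio check between 0.5 and 1.5, limit read from the data, passing the limit was not always enough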;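 further: 0% = enzyme with substrate and 100% = substrate without enzyme; some results filed as inactive read as strong as hits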
Target sequence (Q92905 whole entry, looked up, one chain of several): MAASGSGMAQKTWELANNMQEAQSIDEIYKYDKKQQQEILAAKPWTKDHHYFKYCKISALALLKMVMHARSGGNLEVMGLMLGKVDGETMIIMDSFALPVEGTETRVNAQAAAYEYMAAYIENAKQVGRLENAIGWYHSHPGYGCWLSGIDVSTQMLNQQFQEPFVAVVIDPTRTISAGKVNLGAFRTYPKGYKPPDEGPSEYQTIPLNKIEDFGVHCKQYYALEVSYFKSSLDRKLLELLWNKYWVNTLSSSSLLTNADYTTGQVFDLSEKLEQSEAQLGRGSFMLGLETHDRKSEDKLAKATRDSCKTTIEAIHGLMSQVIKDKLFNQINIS
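Material: purified human Csn5 enzyme expressed in HEK293T cells / Medium: Tris buffer pH 7.5, NaCl, DTT, Tween-20, trehalose, ovalbumin / Compound dosing: 12.5 µM single point / Schedule: 90 min incubation of compound, enzyme and substrate at room temperature / Signal: fluorescence polarization of the substrate / Control set: no-enzyme wells high, enzyme-with-substrate wells low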
Scp-1 inhibitor: Scp-1 phosphatase inhibitors, primary screen, biochemical, colorimetric, uHTS. inhibition, % at 20 µM. AID 493091, 2011. Recombinant Scp1, phosphopeptide, malachite green phosphate absorbance. 0.88% of 340,000 active;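 active means inhibition above about 50% at 20 µM, limit read from the data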;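 further: plate controls were DMSO wells with enzyme for no effect and wells lacking enzyme for full effect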
Target sequence (Q9GZU7 76-261 limits assumed): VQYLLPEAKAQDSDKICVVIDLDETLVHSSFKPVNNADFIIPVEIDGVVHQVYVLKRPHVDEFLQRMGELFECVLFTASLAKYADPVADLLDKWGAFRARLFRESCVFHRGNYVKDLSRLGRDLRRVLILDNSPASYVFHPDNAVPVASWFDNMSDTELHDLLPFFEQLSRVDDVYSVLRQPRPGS
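Times: enzyme reaction 45 min at room temperature, colour 5 min, stabilisation 30 min. Material: SCP-1 catalytic fragment, aa 76-261. Medium: Acidic Tris acetate buffer with magnesium and detergent. Signal: colorimetric free-phosphate detection, absorbance 630 nm. Read-out basis: % inhibition of SCP-1 phosphate liberation. Reagent: Phosphorylated 17-residue peptide substrate.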
LMPTP inh: LMPTP phosphatase inhibitors, primary screen, biochemical, fluorescence intensity, uHTS | recombinant LMPTP-A, OMFP fluorogenic substrate | inhibition, % at 20 µM | 0.22% of 360,000 active;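 active means compounds that cut the enzyme signal by at least half of the control window in the single-dose screen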;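 further: plate controls were DMSO wells with enzyme plus substrate for no effect and substrate without enzyme for full effect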
Target sequence (P24666 whole entry, looked up): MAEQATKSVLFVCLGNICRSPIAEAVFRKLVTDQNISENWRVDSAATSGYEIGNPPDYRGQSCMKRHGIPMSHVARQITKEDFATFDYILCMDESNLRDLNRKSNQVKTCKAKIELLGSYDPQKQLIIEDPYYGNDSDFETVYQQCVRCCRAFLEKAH
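Material: LMPTP-A; amount: 0.625 nM enzyme; doses: single 20 µM dose; times: reaction 50 min, room temperature, dark; technique: fluorescence intensity of OMFP turnover product; benchmarks: no-enzyme and uninhibited controls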
SUMO1 PPI mod: modulators of SUMO1 protein-protein interactions, primary screen, biochemical, uHTS | Small ubiquitin-related modifier 1 (Homo sapiens), P63165 | 0.33% of 360,000 active | SUMO1 binding to a labelled peptide, TR-FRET, 1 h | inhibition, % at 20 µM; in the data active means inhibition above about 37%
Rpn11 inh: Rpn11 (PSMD14) deubiquitinase inhibitors, primary screen, biochemical, fluorescence polarization, uHTS | human 26S proteasome, Ub4-pepOG fluorescence polarization; 20S core pre-blocked with epoxomicin | calls only at 20 µM | 0.59% of 360,000 active | AID 588493, 2011;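 active means inhibition at 20 µM, scaled to each plate's controls, above about 33%, limit read from the data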
Target sequence (O00487 whole entry, looked up): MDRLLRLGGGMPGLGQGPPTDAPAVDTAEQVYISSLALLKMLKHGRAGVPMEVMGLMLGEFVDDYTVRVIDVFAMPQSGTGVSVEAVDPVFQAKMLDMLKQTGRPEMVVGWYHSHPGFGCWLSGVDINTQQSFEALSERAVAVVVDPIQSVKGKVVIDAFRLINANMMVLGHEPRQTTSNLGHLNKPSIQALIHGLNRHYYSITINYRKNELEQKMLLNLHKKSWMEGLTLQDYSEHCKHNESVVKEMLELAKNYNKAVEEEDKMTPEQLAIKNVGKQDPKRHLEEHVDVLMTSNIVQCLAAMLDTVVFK
* = called active by the depositor; i = inactive; . = not tested or not shown; + = active, no number. This is a random part of the collection; any-hit rate near 3.8%.

SMILES	DNMT1 inh	NadD inh	STEP block	Neddylation inh	Rin1-Abl PPI inh	CSN deneddyl inh	Scp-1 inhibitor	LMPTP inh	SUMO1 PPI mod	Rpn11 inh
CCS(=O)(=O)N1CCN(C2CCC(C)CC2)CC1 (configuration not stated)	2	0	1	i	2	2	-1	-0.9	0	i
O=C(CN1C(=O)c2ccccc2C1=O)Nc1cccc2cccnc12	0	-1	0	i	1	4	-12	1.7	-11	i
CS(=O)(=O)N(CC(=O)NC1CCCCC1)c1cccc(Cl)c1	0	1	-1	i	-4	5	-5	0.7	-1	i
Cc1nn(C)c(C)c1NC(=O)CSc1nc(-c2ccccc2F)nc2c1cnn2-c1ccccc1	41	-1	1	i	0	5	-2	-0.6	-13	i
O=C(CN1C(=O)CCC1=O)Nc1nc(-c2cccs2)cs1	-1	4	1	i	-3	2	-6	0.3	-12	i
CCOC(=O)c1cnc2ccc(C(=O)OC)cc2c1NCCc1ccc(OC)c(OC)c1	-5	-10	1	i	0	-3	-4	2.0	3	i
O=C(Nc1ccc(Cl)cc1)N1CCCN(Cc2ccc(F)cc2)C1	-6	-8	0	i	-1	-8	0	-4.7	-3	i
C[C@@H]1NC(=O)N(CCCn2ccnc2)C1=O	7	-1	0	i	4	-1	-14	-11	-8	i
COc1ccccc1NC(=O)c1ccc(NC(=O)COC(=O)c2cccnc2Cl)cc1	1	-8	2	i	3	-2	-5	-3.0	4	i
O=C(O)c1cc(-c2ccco2)nc2ccccc12	61*	-6	-1	.	4	18	59*	-0.7	8	i
O=C(CCCCCNC(=O)c1ccccc1)N/N=C/c1ccc(F)cc1	1	-2	-6	i	-2	4	-3	0.3	-5	i
CCN1CCN(Cc2nnc(-c3ccccc3)o2)CC1	-1	-7	-2	i	2	-4	-1	-2.3	3	i
CN(C)C(C)(C)C#CCC(c1ccccc1)c1ccccc1	-1	-7	-1	i	2	2	-3	-0.9	4	i
Cc1cccc(C(=O)N2CCCC(CCC(=O)N3CCN(c4ccccn4)CC3)C2)c1C (configuration not stated)	2	2	1	i	12*	-1	1	-2.1	-2	i
COc1ccc(C(=O)NCc2nnc(SCC(=O)NCc3ccco3)o2)cc1	-1	-3	1	i	-2	3	6	-0.6	3	i
CCC(CO)Oc1cc(NCc2ccc(O)cc2)c2ncn(C(C)C)c2c1 (configuration not stated)	-9	-4	3	i	-1	5	-8	-0.5	8	i
CCn1c(SCc2nc3ccccc3c(=O)[nH]2)nnc1-c1ccncc1	3	2	-2	i	-5	1	-5	-0.6	3	i
O=C(O)c1cccc(-n2nnnc2SCc2ccccc2Cl)c1	-3	-6	-2	i	4	10	4	-0.7	5	i
CC(NCCC(c1ccccc1)c1ccccc1)c1ccccc1 (configuration not stated)	5	0	-4	i	-1	-7	-9	-1.9	-1	i
CO/N=C/c1cccn1-c1nccc(OC)c1C#N	-2	0	3	i	2	-10	-6	2.1	0	i
COc1nc(C)cc(C)c1S(=O)(=O)c1ccc(Cl)cc1	0	-3	0	i	3	-1	-10	0.1	2	i
C[C@H](NC(=O)C1CCN(S(=O)(=O)c2ccccc2)CC1)C(=O)NCc1ccco1	5	-3	-1	i	0	1	13	0.3	4	i
O=C(Nc1ccc2c(c1)OCO2)C1CCCCN1S(=O)(=O)c1ccccc1 (configuration not stated)	-13	-3	-6	i	1	2	-15	1.7	0	i
COC(=O)c1ccc(NS(=O)(=O)c2cc(-c3cc(C)no3)ccc2OC)cc1	2	2	2	i	2	-3	-5	0.9	7	i
Cc1ccc(NC(=O)CC2C(=O)OCC3CCCCN32)cc1Cl (configuration not stated)	0	-1	-2	i	-5	5	-1	-1.2	2	i

Remaining list, next part
SMILES	DNMT1 inh	NadD inh	STEP block	Neddylation inh	Rin1-Abl PPI inh	CSN deneddyl inh	Scp-1 inhibitor	LMPTP inh	SUMO1 PPI mod	Rpn11 inh
Cc1nn2c(=O)[nH]cnc2c1Cl	15	3	2	i	3	-3	.	0.9	3	i
COc1cccc(-c2nc(C=O)cs2)c1	-1	0	-2	i	-1	2	1	-0.4	-3	i
CCOC(=O)C1CCCN(S(=O)(=O)c2cc3c4c(c2)CCN4C(=O)CC3)C1 (configuration not stated)	4	-4	3	i	3	0	1	0.0	0	i
COc1cccc2cc(/C(C)=N/Nc3nc(-c4cc(C)ccc4C)cs3)c(=O)oc12	8	34*	-4	i	5	0	0	1.2	-6	i
O=C(COc1cccc2c1CCN(Cc1ccccc1)C2=O)NCc1ccco1	4	-2	-3	i	0	-8	-3	-0.9	-5	i
Cc1sc2ncnc(SCC(=O)c3cccs3)c2c1C	2	-3	-2	i	-4	9	-5	-1.9	4	i
Cc1ccc(NC(=O)C2CCN(S(=O)(=O)c3ccc(C(C)(C)C)cc3)CC2)cc1S(=O)(=O)N1CCOCC1	-9	4	1	i	1	3	-5	2.6	2	i
O=C(Cc1c(Cl)cccc1Cl)Nc1ccncc1	0	-5	-1	i	-1	-1	7	-0.1	0	i
O=C(c1cc([N+](=O)[O-])cc([N+](=O)[O-])c1)N1CCCc2ccccc21	-3	3	5	i	-3	1	-9	-0.3	-24	i
CCCSc1nnc(CNS(=O)(=O)c2ccc(C)cc2)n1C	0	-1	-1	i	3	2	0	1.4	7	i
CC(NC(=O)CCCc1nnc2n(C)c(=O)c3sccc3n12)c1ccccc1 (configuration not stated)	2	2	-1	i	-1	5	-2	0.0	1	i
Cn1c(SCC(=O)Nc2nccs2)nnc1-c1ccco1	3	-3	3	i	3	-6	-13	-1.0	1	i
O=C(O)c1[nH]c2ccccc2c1C(c1ccccc1)c1c(C(=O)O)[nH]c2ccccc12	2	2	2	i	4	1	-15	0.9	7	i
Oc1ccc(C[C@@H]2CNC(=S)N2CCc2cc(C(F)(F)F)cc(C(F)(F)F)c2)cc1	-2	-1	5	i	1	1	-11	2.8	2	i
COc1nc2ccccc2c(=O)n1OCC(C)C	0	5	0	i	3	-4	-5	0.0	2	i
COc1ccc(-c2coc3cc(O)ccc3c2=O)cc1OC	0	1	-1	.	0	0	-10	-0.4	3	i
Cc1[nH]c2ccccc2c1CN1CCc2ccccc2C1	-21	9	-1	i	0	1	-4	0.0	-3	i
Nc1c(Cl)cc(-c2cn(CCC(=O)O)c(-c3ccc(Cl)nc3)n2)cc1Cl	3	1	3	i	-1	-3	1	-0.7	15	i
O=C(Cn1ccc(NC(=O)OCc2ccccc2)nc1=O)NCCCn1ccnc1	4	-5	3	i	2	0	-2	-2.9	1	i
C=CCSC1=N/C(=C\c2cc(OCC)c(OC(C)=O)c([N+](=O)[O-])c2)C(=O)S1	12	33*	12	i	-1	3	-8	0.7	20	i
O=C(Nc1ccn(CCCNCc2ccc3c(c2)OCO3)c(=O)n1)OCc1ccccc1	-1	-1	-1	i	-2	1	8	-0.3	3	i
Cc1ccc(C(=O)N/C(=C\c2ccc(-c3cc(Cl)ccc3Cl)o2)C(=O)NCc2cccnc2)cc1	-9	28	1	.	-1	-5	3	3.8	-2	+
COc1ccc(NC(=O)CSc2nc3n[nH]c(C)c3c(=N)n2-c2ccc(Cl)c(C)c2)cc1OC	-1	0	3	i	3	36*	-6	-3.0	-8	i
CC(=O)Cc1nsc(NC(=O)c2ccco2)n1	0	1	0	i	0	2	-8	-1.6	8	i
O=C(Nc1ccc(Br)cc1F)c1nc[nH]c1C(=O)N1CCc2ccccc2C1	3	8	-1	i	2	-6	.	-0.8	-1	i

More results follow:
SMILES	DNMT1 inh	NadD inh	STEP block	Neddylation inh	Rin1-Abl PPI inh	CSN deneddyl inh	Scp-1 inhibitor	LMPTP inh	SUMO1 PPI mod	Rpn11 inh
CC(=O)Nc1ccc(Nc2ncnc3c2nnn3Cc2ccccc2Cl)cc1	8	-2	0	i	2	2	-9	1.9	3	i
COc1c(Cl)cc(Cl)cc1C(=O)Nc1ccccc1N1CCN(C(C)=O)CC1	4	6	-1	i	0	-3	-4	1.6	2	i
O=C(COC(=O)CCC(=O)N1CCOCC1)Nc1ccc(Br)cc1Br	6	2	0	i	2	-4	-1	-0.8	6	i
Cc1ccc(-c2nnn(CC(=O)N3C(C)CCCC3C)n2)cc1 (configuration not stated)	6	-4	-3	i	1	2	-3	-0.9	2	i
CC(=O)Nc1ccc(S(=O)(=O)NC2(C(F)(F)F)NC(=O)N(c3ccc(Cl)cc3)C2=O)cc1 (configuration not stated)	4	-7	0	i	2	-6	-3	-0.5	0	i
CCOc1cc(NC(=S)Nc2cccc(OC)c2)c(OCC)cc1NC(=O)c1ccc(C)cc1	-3	1	-1	i	0	-3	-13	0.5	0	i
C=C1CCC[C@]2(C)C[C@H]3OC(=O)C(CN4CCOCC4)[C@H]3C[C@@H]12 (some centres not stated)	2	-6	-2	i	-1	1	-8	-0.9	-2	i
CCN=C1S/C(=C\c2ccc(N3CCOCC3)cc2C)C(=O)N1CC	6	-2	-2	i	-2	-8	-1	1.8	-19	i
Cc1cc(NC(=O)CSc2nnc(-c3ccccc3Cl)o2)no1	2	-3	-1	i	-1	4	-5	-0.8	1	i
CCOc1ccc(CN2CCN(S(=O)(=O)c3ccc(NC(C)=O)cc3)CC2)cc1OC	2	-3	-2	i	4	-3	0	-2.2	2	i
Cc1c(NC(=O)c2ccc(F)cc2)c(=O)n(-c2ccccc2)n1C	-5	0	3	i	-5	-1	-7	-2.3	2	i
CCOc1ccccc1N(C)C(=O)C1CCN(S(=O)(=O)c2cccc3nonc23)CC1	-2	-4	0	i	-2	-1	12	1.3	-18	i

Pulled one by one from above, 5 records:
SMILES	DNMT1 inh	NadD inh	STEP block	Neddylation inh	Rin1-Abl PPI inh	CSN deneddyl inh	Scp-1 inhibitor	LMPTP inh	SUMO1 PPI mod	Rpn11 inh
Cc1cc(NC(=O)CSc2nnc(-c3ccccc3Cl)o2)no1	2	-3	-1	i	-1	4	-5	-0.8	1	i
CC(=O)Nc1ccc(S(=O)(=O)NC2(C(F)(F)F)NC(=O)N(c3ccc(Cl)cc3)C2=O)cc1 (configuration not stated)	4	-7	0	i	2	-6	-3	-0.5	0	i
CCOc1ccc(CN2CCN(S(=O)(=O)c3ccc(NC(C)=O)cc3)CC2)cc1OC	2	-3	-2	i	4	-3	0	-2.2	2	i
Cc1c(NC(=O)c2ccc(F)cc2)c(=O)n(-c2ccccc2)n1C	-5	0	3	i	-5	-1	-7	-2.3	2	i
CC(=O)Nc1ccc(Nc2ncnc3c2nnn3Cc2ccccc2Cl)cc1	8	-2	0	i	2	2	-9	1.9	3	i
